IMPase Li inh: IMPase inhibition in cells with lithium potentiation; CHO-M1 cells, IP1 TR-FRET (IP-One), carbachol + lithium; Potency, µM (highest dose often 59.4 µM), for the others: top-dose activity, negative = IMPase inhibition, actives largely listed as inhibitors; 210,000 tested, 0.35% active; AID 1457;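 further: IP1 builds up when IMPase is blocked and the TR-FRET signal falls; plate controls were basal vehicle for no effect and high inhibitor control for full effect; nearly all actives have a fitted effect of over 50% in size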
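CHO cells stably expressing M1 receptor (2000/well) were cultured 16–30 h, then exposed to compounds with a small lithium addition for 30 min at 37C. IP1 was measured by TR-FRET competition; AC50 from Hill fits.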
NPSR antag: blocks cAMP signaling of the human neuropeptide S receptor | Q6W5P4 | CHO-NPSR cells, cAMP TR-FRET, antagonist mode | Potency, µM (titrated, usually from 38.3 µM), for inactives: at the highest dose activity change, negative = inhibition, hits mostly inhibitors | 220,000 tested, 1% active | AID 1461; further: on the % scale 0 is the no-effect control and ±100 the full control effect; nearly all actives have a fitted effect of over 50% in size; many of its hits are not listed in these tables
Target sequence (Q6W5P4 whole entry, looked up): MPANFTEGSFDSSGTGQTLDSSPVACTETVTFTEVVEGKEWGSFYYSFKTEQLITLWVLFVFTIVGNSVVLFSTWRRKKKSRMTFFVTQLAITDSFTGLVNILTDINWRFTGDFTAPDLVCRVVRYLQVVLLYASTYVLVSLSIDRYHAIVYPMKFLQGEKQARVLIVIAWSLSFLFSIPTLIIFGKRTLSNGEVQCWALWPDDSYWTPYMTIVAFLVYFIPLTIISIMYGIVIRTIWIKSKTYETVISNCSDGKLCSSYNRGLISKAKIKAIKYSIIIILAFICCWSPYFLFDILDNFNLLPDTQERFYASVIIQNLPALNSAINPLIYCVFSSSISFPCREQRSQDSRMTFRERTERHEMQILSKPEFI
SMN2 splice up: increases expression of the SMN2 splice variant. HEK293 SMN2-luciferase splicing reporter, luminescence, 30-36 h. Potency, µM (top dose mostly 46.1 µM), for inactives: at the highest dose activity change, positive = activation, hits mostly activators. 210,000 tested, 2.8% active. AID 1458; further: % of control where 0% means no effect; nearly all actives have a fitted effect of over 55% in size
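qHTS luciferase splicing reporter: luminescence rises when SMN2 exon 7 is included in transfected HEK293 cells. Compound exposure lasted 30-36 h at 37C, with 4.5 mM final sodium butyrate as control, followed by a ONE-Glo read.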
RGS12 GoLoco inh: RGS12 GoLoco-Gai1 interaction inhibition | P63096 | 230,000 tested, 0.44% active | Potency, µM (titrated, usually from 61.6 µM), for inactives: top-dose activity, negative = inhibition, hits mostly inhibitors | Gai1:RGS12 GoLoco peptide FP, rhodamine, 10 min; active means well fitted inhibition curve with a large enough effect, not every such curve was filed as active; inactive means no such curve, though single readings can be large or run the other way; further: on the % scale 0 is the no-effect control and ±100 the full control effect; nearly all actives have a fitted effect of over 30% in size; many of its hits are not listed in these tables
Target sequence (P63096 whole entry, looked up): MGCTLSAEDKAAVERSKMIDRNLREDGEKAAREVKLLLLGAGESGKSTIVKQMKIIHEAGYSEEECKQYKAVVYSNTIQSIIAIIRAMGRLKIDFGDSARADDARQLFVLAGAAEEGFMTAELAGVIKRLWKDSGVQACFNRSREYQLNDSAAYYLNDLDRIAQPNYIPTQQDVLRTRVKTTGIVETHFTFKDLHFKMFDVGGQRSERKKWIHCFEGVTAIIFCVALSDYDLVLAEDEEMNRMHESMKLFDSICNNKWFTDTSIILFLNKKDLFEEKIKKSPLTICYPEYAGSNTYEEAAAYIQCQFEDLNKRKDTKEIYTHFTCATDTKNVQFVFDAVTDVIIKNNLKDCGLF
JMJD2E inh: inhibitors of human JMJD2E histone demethylase; 230,000 tested, 1.6% active; Potency, µM (top dose mostly 57.1 µM), for inactives: at the top dose activity change, negative = inhibition, hits mostly inhibitors; JMJD2E catalytic domain, FDH-coupled NADH fluorescence (FDH is formaldehyde dehydrogenase); active means well fitted inhibition curve with a large enough effect, not every such curve was filed as active; inconclusive means small, poorly fitted or top-dose-only effect, or another doubt; inactive means no such curve, though single readings can be large or run the other way;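 further: 0% = wells with enzyme and -100% = buffer wells without enzyme; nearly all actives have a fitted effect of over 50% in size; many of its hits are not listed in these tables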
Target sequence (B2RXH2 1-337 limits assumed): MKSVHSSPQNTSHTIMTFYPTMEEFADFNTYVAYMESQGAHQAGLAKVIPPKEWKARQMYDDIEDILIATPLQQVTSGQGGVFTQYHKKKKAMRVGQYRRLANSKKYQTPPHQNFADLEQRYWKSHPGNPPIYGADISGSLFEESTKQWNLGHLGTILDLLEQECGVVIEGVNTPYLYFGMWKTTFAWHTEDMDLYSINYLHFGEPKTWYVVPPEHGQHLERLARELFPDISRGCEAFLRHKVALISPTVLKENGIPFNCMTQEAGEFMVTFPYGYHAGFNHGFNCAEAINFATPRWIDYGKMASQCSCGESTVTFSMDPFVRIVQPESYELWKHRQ
Luc counter: blocks Kinase-Glo luciferase, a counter-screen artifact. Q27757. Kinase-Glo luciferase, ATP luminescence, 8 min. Potency, µM (series often up to 38.3 µM), without a hit: at the top dose activity change, negative = inhibition, most hits filed as inhibitors. 200,000 tested, 0.28% active. AID 1379; further: on the % scale 0 is the no-effect control and ±100 the full control effect; nearly all actives have a fitted effect of over 60% in size
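Luminescence was the read-out, taken after 8-minute incubation at ambient temperature. Luciferase turned over luciferin with 10 uM ATP in imidazole pH 7.2 buffer containing KCl, MgCl2, Tween 20 and BSA.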
RECQ1 inh: inhibitors of human RECQ1 DNA helicase. RECQ1 DNA unwinding, red fluorescence kinetic read. Potency, µM (series often up to 57.3 µM), without a hit: at the top dose activity, negative = inhibition, hits mostly inhibitors. 240,000 tested, 0.54% active;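 further: plate controls were vehicle for no effect and no enzyme for full effect; nearly all actives have a fitted effect of over 30% in size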
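RECQ1T1 50 nM; forked duplex (20 bp + 30-nt ss tails) 200 nM, ATP 2 mM final; pH 8.0, 2 mM MgCl2, 2.5 ug/ml poly(dI-dC); 15 min compound preincubation; discontinuous kinetic read over 2 h at RT.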
Epigenetic reg: derepresses silenced GFP reporter in murine cells; AID 1865; Potency, µM (doses to about 53.9 µM), for inactives: at the highest dose GFP activation, most hits filed as activators; 280,000 tested, 0.2% active; murine LDR cells, GFP reporter derepression, 30 h; further: % of control where 0% means no effect; nearly all actives have a fitted effect of over 60% in size
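In this reporter-derepression format, murine cells bearing a silenced integrated CMV-GFP locus incubate with test compound (30 h, 37 C), then are washed and imaged; fluorescent objects of 20–120 um count as induced cells.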
The depositor's hits bear a star; i = inactive; u = inconclusive; x = no result given; & = joins results of further samples; [ ] = remark or other dose. Unless noted, the call rests on the fitted dose curve; in most records, active means well fitted curve in the direction sought with a large enough effect; inconclusive means small, poorly fitted or top-dose-only effect, or another doubt; inactive means no such curve, though single readings can be large; an effect the other way counts as inactive or inconclusive. Potency means the concentration at half of the fitted maximal effect. Only part of the results is shown. The share of hits here may be higher or lower than overall.

SMILES	IMPase Li inh	NPSR antag	SMN2 splice up	RGS12 GoLoco inh	JMJD2E inh	Luc counter	RECQ1 inh	Epigenetic reg
O=S(=O)(c1ccc(Cl)nc1)N1CCN(Cc2ccc3c(c2)OCO3)CC1	28%[38.3 µM]	-5%[46.1 µM]	8%	3%	1%	-5%	1%	-1.0%
O=C(ON=C1CCN(S(=O)(=O)c2ccccc2)CC1)c1cccc(Cl)c1	3%	-10%[46.1 µM]	-15%	9%	-6%	-2%	-1%	-0.8%
CCOC(=O)c1sc(N)c(C#N)c1CSc1nnc(C2CC2)n1N	22%[38.3 µM]	-15%[46.1 µM]	-1%	16%	-1%	2%	3%	0.0%
CCOC(=O)c1sc(NC(=O)C2CCC2)cc1C	18%	4%	16µM*	6%	0%	-5%	-11%	0.0%
COc1cc(S(=O)(=O)Nc2cccc(C)c2)ccc1NC(=O)c1ccncc1	4%	7%	u	1%	0%	-1%	-12%	1.1%
CCn1c(O)c(/C=C2\C=NN=C2c2ccc(C)cc2)sc1=S	-6%	-6%	9%	42%[activator]	-6%	1%	1%	0.0%
O=C(CN1CCCCCC1)N/N=C/c1ccc(Cl)c(Cl)c1	-16%	10%	28%	18%	1%	-2%	-1%	10%
CCn1ncc(NC(=O)Nc2cccc(C(F)(F)F)c2)c1C(N)=O	-1%[38.3 µM]	-1%[46.1 µM]	-16%	3%	2%	1%	i	-0.7%
CS(=O)(=O)N1CCC(Oc2ccccc2C(=O)NC(C2CC2)C2CC2)CC1	6%	12%	x	5%	7%	-2%	-15%	-2.8%
COc1ccc(N(C(C)C(=O)N/N=C/c2cc(Br)c(C)o2)S(C)(=O)=O)cc1 (stereo unspecified)	0%	0%	-16%	12%	2%	2%	i	1.7%
CN(C)CCCn1cnc2cc(Cl)c(Cl)cc21	18%	x	-5%[9.22 µM]	1%[14.2 µM]	x	-1%[7.66 µM]	x	x
O=C(Nc1cc(S(=O)(=O)N2CCOCC2)ccc1N1CCOCC1)c1cc2c(s1)CCC2	x	-27%	x	3%	u	x	-2%	-1.0%
O=C(CCCCCn1c(=O)[nH]c2ccsc2c1=O)N1CCCCC1	-5%	1%[46.1 µM]	-9%	7%	2%	-1%	0%	-1.1%
COc1ccc(OC)cc1	2%	x	9%	4%	x	x	1%	x
O=C1c2ccccc2C(=O)C1c1ccc2ccccc2n1	9%[38.3 µM]	-12%[46.1 µM]	1µM*	3%&11%	5%	-22%	-3%&3%	-1.2%
CCN(c1ccccc1)S(=O)(=O)c1ccc(Cl)c(NC(=O)COC(=O)c2cccc(OC)c2O)c1	1%	-3%	-8%	14%	4%	1%	-4%	2.2%
S=C(NCc1ccc2c(c1)OCO2)NCc1ccc2c(c1)OCO2	-4%	5%	6%	0%	1%	-2%	-15%	-1.3%
Cc1n[nH]c(=S)n1Cc1ccccc1	x	21%	x	2%	u	x	3%	0.0%
S=C1NC[C@H](Cc2ccccc2)N1CCc1cccc2ccccc12	x	-36%	x	0%	4%	x	-17%	2.3%
O=C1c2cnc3nc(SCc4cccc(Cl)c4)nn3c2CC2c3ccccc3CCN12 (stereo unspecified)	10%[38.3 µM]	-17%[46.1 µM]	-7%	1%	u	-1%	2%	0.0%
c1cn2cc(CSC3CCCCC3)nc2s1	26%[38.3 µM]	-26%[46.1 µM]	14µM*	-4%	-3%	-12%	-1%	2.4%
S=C(NCCc1c[nH]c2ccccc12)NC1CCCC1	13%	-8%	15%	7%	-16%	3%	i	-1.5%
O=C(NCCN1CCOCC1)/C(=C\c1ccc(Br)cc1)NC(=O)c1cccs1	4%	10%	10%	-14%	-3%	2%	-7%	0.9%
CCC(c1nnnn1Cc1ccc(F)cc1)N1CCN(C2CCCCC2)CC1 (stereo unspecified)	-11%[38.3 µM]	-5%[46.1 µM]	-15%	10%	4%	0%	12%	0.0%
CCN(CC)c1nc(C)c(C(=S)Nc2cc([N+](=O)[O-])ccc2Cl)s1	-12%	-22%	-13%	11%	-9%	-2%	i	3.8%
O=C(Nc1ccc(Cl)cc1)Nc1nc(-c2ccccc2O)cs1	x	-25%	x	-4%	9%	x	i	0.1%
Cc1ccc(-c2nc(C#N)c(NCc3ccco3)o2)cc1	12%[38.3 µM]	-9%[46.1 µM]	u	-4%	u	-1%	-6%	-1.0%
COc1ccc(-c2nc(Cn3c(SCc4cccc(F)c4)nc4ccncc43)c(C)o2)cc1OC	33%[38.3 µM]	-17%[46.1 µM]	-7%	10%	u	-2%	i	0.0%
CCCCN=C1NN=C(c2cc3ccccc3o2)CS1	5%	-2%	u	23%	25µM*	2%	-2%	0.0%
CCc1ccc(NC(=O)N(Cc2ccco2)C(C)c2cccs2)cc1 (stereo unspecified)	12%[38.3 µM]	u	9%	0%	15%	-2%	-5%	-1.0%
COc1cc(/C=N/NC(N)=O)ccc1OC(=O)c1cccs1	9%	6%	6%	4%	4%	2%	i	0.9%
Cc1c(/C=N\NC(=O)C2(C)CC2(Cl)Cl)cnn1C (stereo unspecified)	3%	1%	-11%	3%	7%	1%	-2%	2.1%
O=C(CN1CCN(c2ccc(O)cc2)CC1)Nc1cc(S(=O)(=O)N2CCOCC2)ccc1Cl	7%	-8%	-25%	-19%	u	-2%	u	-1.3%
Cc1cccc(-c2n[nH]c(=S)n2-c2ccccc2)c1[N+](=O)[O-]	-1%	14%	-9%	7%	-8%	0%	4%	0.0%
O=C(N/N=C/c1ccc(Sc2ccccn2)o1)c1cc2ccccc2cc1O	-4%	-17%[46.1 µM]	u	1%	-18%	-2%	-23%	-3.4%
COc1ccc(CCNC(=O)COC(=O)c2ccco2)cc1OC	-10%[38.3 µM]	2%[46.1 µM]	6%	-3%	3%	-3%	-1%	-0.9%
NC(=O)C1=C[C@H](c2coc3ccccc3c2=O)C[C@H](OCCCCO)O1	2%	-25%	x	6%	1%	x	6%	-3.0%
COC(=O)C1CCN(C(=O)CSc2ccccc2)CC1	-1%	-2%	7%	-2%	2%	-2%	-7%	0.0%
O=C1c2ccccc2C(=O)N1Nc1ccccc1	0%[38.3 µM]	-11%[46.1 µM]	-16%	-4%	-2%	-7%	6%	-1.3%
Cc1cccc(NC(=O)C(=O)N/N=C/c2ccncc2)c1	7%	2%	10%	-1%	-17%	-5%	10%	-0.4%

Compounds from the list above with an aryl thioether with sulfur outside any ring, in the order listed:
SMILES	IMPase Li inh	NPSR antag	SMN2 splice up	RGS12 GoLoco inh	JMJD2E inh	Luc counter	RECQ1 inh	Epigenetic reg
CCOC(=O)c1sc(N)c(C#N)c1CSc1nnc(C2CC2)n1N	22%[38.3 µM]	-15%[46.1 µM]	-1%	16%	-1%	2%	3%	0.0%
O=C1c2cnc3nc(SCc4cccc(Cl)c4)nn3c2CC2c3ccccc3CCN12 (stereo unspecified)	10%[38.3 µM]	-17%[46.1 µM]	-7%	1%	u	-1%	2%	0.0%
COc1ccc(-c2nc(Cn3c(SCc4cccc(F)c4)nc4ccncc43)c(C)o2)cc1OC	33%[38.3 µM]	-17%[46.1 µM]	-7%	10%	u	-2%	i	0.0%
O=C(N/N=C/c1ccc(Sc2ccccn2)o1)c1cc2ccccc2cc1O	-4%	-17%[46.1 µM]	u	1%	-18%	-2%	-23%	-3.4%
COC(=O)C1CCN(C(=O)CSc2ccccc2)CC1	-1%	-2%	7%	-2%	2%	-2%	-7%	0.0%

The list continues.
SMILES	IMPase Li inh	NPSR antag	SMN2 splice up	RGS12 GoLoco inh	JMJD2E inh	Luc counter	RECQ1 inh	Epigenetic reg
CCOc1nc(Nc2ccc([N+](=O)[O-])cc2)nc(NC(C)(C)C)n1	17%	u	-20%	-3%	6%	-4%	0%	1.0%
Cc1nn(C)c(C)c1CN(C)S(=O)(=O)c1ccc2ccccc2c1	13%	-18%[46.1 µM]	-106%[inhibitor]	-7%	-5%	3%	-8%	-2.0%
Cc1cc(C(=O)N/N=C2\CC(=O)c3ccccc32)c(C)n1-c1ccccc1	6%	-23%	10µM*	14%	1%	-24%	16%	0.9%
COc1ccc(NC(=O)CCc2ccccc2)cc1NC(=O)c1ccco1	21%[38.3 µM]	-8%[46.1 µM]	24%	5%	2%	2%	i	1.2%
CSc1nnc(-c2ccc([N+](=O)[O-])cc2)o1	8%	-10%	x	4%	3%	-2%	-7%	2.8%
COc1ccccc1N=c1scc(-c2ccc3c(c2)NC(=O)CO3)n1CC1CCCO1 (stereo unspecified)	41%[activator][38.3 µM]	-24%[46.1 µM]	-53%[inhibitor]	2%	-26%	-5%	i	2.0%
O=C(CN1CCCc2ccccc21)NCCc1ccc(F)cc1	10%	-16%	-14%	-12%	u	4%	-7%	-0.1%
Cc1ccc(S(=O)(=O)NCC(=O)N(CC(=O)NCC2CCCO2)Cc2ccco2)cc1 (stereo unspecified)	-4%	6%	x	39%[activator]	-31%	0%	22µM*	-1.1%
O=C(COc1c(F)c(F)cc(F)c1F)NC(=O)NC1CCCC1	16%[38.3 µM]	-19%[46.1 µM]	-21%	3%	2%	12%	-11%	-2.8%
COCCCNC(=S)Nc1c(C)cc(C)cc1C	x	5%	x	-2%	6%	x	10%	0.0%
CC(Sc1cnc2ccccc2n1)C(=O)O (stereo unspecified)	13µM*	u	u	1%	-2%	0%	i	-4.1%
O=C(NCc1cccnc1)c1cc2ccccc2oc1=O	5%[38.3 µM]	-10%[46.1 µM]	-11%	7%	u	-2%	-7%	-0.2%
COc1ccc(-c2csc3nc(C)nc(N4CCC(C)CC4)c23)cc1OC	-6%	-43%	-21%	3%	-6%	-7%	-2%	0.1%
Cc1cc(C)c(NC(=O)C2c3ccccc3Oc3ccccc32)c(C)c1	4%	18%	12%	0%	3%	2%	-20%	-1.0%
Cc1ccc(SCCC(=O)OCC(=O)Nc2ncc(Cl)cc2Cl)cc1	-4%[38.3 µM]	-7%[46.1 µM]	-2%	11%	-11%	3%	-7%	2.7%
c1ccc2sc(Sc3ncnc4sccc34)nc2c1	-2%	0%	u	63%[activator]	u	-18%	-2%	3.2%
Cc1ccc2[nH]cc(C(=O)CN3CCN(c4ccccc4F)CC3)c2c1	-8%[38.3 µM]	-5%[46.1 µM]	-23%	8%	-4%	-5%	i	-2.0%
COc1ccc(N(CC(=O)Nc2cc(C)ccc2C)S(=O)(=O)c2ccccc2[N+](=O)[O-])c(OC)c1	17%	-25%	-15%	4%	0%	3%	i	-2.2%
